KAT2A inh: GCN5L2 (KAT2A) acetyltransferase inhibition | GCN5L2 HAT assay, ThioGlo1 CoA-SH fluorescence | Potency, µM (highest dose often 58.9 µM), for the others: top-dose activity change, negative = inhibition, hits mostly inhibitors | Q92830 | actives 0.21% (n = 390,000)
Target sequence (Q92830 whole entry, looked up): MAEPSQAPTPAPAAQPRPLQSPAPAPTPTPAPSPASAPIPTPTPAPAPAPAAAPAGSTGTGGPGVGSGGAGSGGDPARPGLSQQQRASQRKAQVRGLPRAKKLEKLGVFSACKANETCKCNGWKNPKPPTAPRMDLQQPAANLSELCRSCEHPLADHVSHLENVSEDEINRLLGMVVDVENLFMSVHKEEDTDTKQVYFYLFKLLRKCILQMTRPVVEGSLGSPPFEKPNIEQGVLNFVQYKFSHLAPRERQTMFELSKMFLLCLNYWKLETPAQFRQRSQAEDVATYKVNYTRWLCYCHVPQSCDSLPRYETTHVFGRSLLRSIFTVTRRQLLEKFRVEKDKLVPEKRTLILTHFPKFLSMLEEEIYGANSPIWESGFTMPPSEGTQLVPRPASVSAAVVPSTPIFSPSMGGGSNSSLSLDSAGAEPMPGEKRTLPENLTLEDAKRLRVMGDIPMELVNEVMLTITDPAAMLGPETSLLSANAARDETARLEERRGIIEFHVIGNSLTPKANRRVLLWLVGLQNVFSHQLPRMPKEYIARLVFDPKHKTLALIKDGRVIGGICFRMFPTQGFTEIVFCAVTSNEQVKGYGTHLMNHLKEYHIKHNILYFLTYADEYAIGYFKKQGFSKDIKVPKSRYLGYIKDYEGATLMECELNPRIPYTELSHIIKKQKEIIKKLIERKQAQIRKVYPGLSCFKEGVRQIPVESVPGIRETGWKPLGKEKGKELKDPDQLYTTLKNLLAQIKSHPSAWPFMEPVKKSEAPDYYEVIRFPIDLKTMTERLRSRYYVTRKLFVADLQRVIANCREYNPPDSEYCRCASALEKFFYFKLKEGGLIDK
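ThioGlo1-coupled HAT assay: 20nM GCN5L2, 70uM acetyl-CoA, 75uM H3(1-25) peptide, pH 7.5. Fluorescence read at 340/540nm at start and after 20 min at room temperature.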
DT40 TDP1 CPT: DT40-hTDP1 cell growth loss with CPT; actives 12% (n = 420,000); Potency, µM (top dose mostly 46.2 µM), for the others: at the top dose activity change, negative = growth inhibition, most hits filed as inhibitors; chicken DT40 Tdp1-/-;hTDP1 cells + 20 nM CPT, ATP luminescence, 48 h; also: nearly all actives have a fitted effect of over 55% in size
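Cell growth measured by CellTiter-Glo luminescence after a minimum 48 h, 37 C compound exposure with 20 nM CPT in Tdp1-knockout DT40 cells stably expressing hTDP1, seeded 400/well; qHTS titration format.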
DT40 TDP1 no CPT: qHTS for Inhibitors of human tyrosyl-DNA phosphodiesterase 1 (TDP1): qHTS in cells in absence of CPT; actives 15% (n = 420,000); Potency, µM (doses to about 46.2 µM), inactives show at the highest dose activity change, negative = growth inhibition, usual class: inhibitors; DT40 Tdp1-/- hTDP1 cells, no CPT, ATP luminescence, 48 h; also: nearly all actives have a fitted effect of over 55% in size
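Cells were dispensed at 400 per well, compounds added by pin tool, plates incubated ≥48 hr at 37 °C, then CellTiter-Glo added for 30 min at room temperature before luminescence reading. Line: DT40 Tdp1-/- complemented with hTDP1; camptothecin omitted.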
* marks the source's active call; other numbers are inactive results; ? = inconclusive; / = no result given; & = joins results of further samples; [ ] = dose if it differs, or a comment. Calls follow the shape of the dose curve; as a rule, active = well fitted curve in the direction sought with a large enough effect; inconclusive = small, poorly fitted or top-dose-only effect, or another doubt; inactive = no such curve, though single readings can be large; an effect the other way counts as inactive or inconclusive. % is scaled to controls: 0 for no effect and ±100 for the full control effect; potency is read from the fitted curve at half-maximal effect. This is a subset; count on the stated rates, not on these rows.

SMILES	KAT2A inh	DT40 TDP1 CPT	DT40 TDP1 no CPT
O=C(N1CCCCCC1)N1CCN(S(=O)(=O)N2CCCCC2)CC1	0%	-14%	?
CN(CC(=O)Nc1ccc(F)c(F)c1F)C(=O)CCN1C(=O)C2CCCCC2C1=O (centres undefined)	-4%	-9%	?
CN(CC(=O)Nc1c(Cl)cccc1Cl)C(=O)c1ccncc1	-5%	3%	-2%
Cc1c(C)c2cc(Cl)c(O)c(CN(C)C)c2oc1=O	22µM*	-24%	-27%
Cc1ccc(-c2noc(CCC(=O)NC3CC3)n2)cc1	-2%	12%	-23%
CCOC(=O)C1=C(N)Oc2cc(C)n(CCc3ccc(OC)c(OC)c3)c(=O)c2C1c1cccnc1 (centres undefined)	-4%	?	?
COc1ccc(CCNC(=O)CSc2n[nH]c(N)n2)cc1	0%	-13%	0%
O=C(NCC1(N2CCCCC2)CCCC1)c1cnn(-c2nccc(-c3cccs3)n2)c1C1CC1	/	7%[9.04 µM]	1%
O=C(COC(=O)Cn1cnc2ccccc21)Nc1ccc(OC(F)F)cc1	1%	-4%	21%
CCN(CC)C(=O)CSc1nc2ccccc2c(=O)n1CC1CCCCC1	-10%	23µM*	16µM*
CCOc1ccc(C(=O)N2CCCC(c3nc(-c4cccs4)no3)C2)cc1 (centres undefined)	-5%	-16%	-12%
Cc1cc(C)c(NC(=O)COC(=O)C2CCN(c3ccc(C(F)(F)F)cn3)CC2)c(Cl)c1	-13%	-14%	-8%
CCOc1ccc(C(=O)Nc2cc(C)ccn2)cc1	-2%	7.3µM*	23µM*
CC(C)c1ccc(NS(=O)(=O)c2cc(Br)cc3c2N(C(=O)C2CC2)CC3)cc1	-5%	8.2µM*	4.6µM*
CC(C)OC(=O)NC(C)(C)COC(=O)Nc1cccc(Cl)c1	2%	?	?
O=C(COC(=O)c1ccc(S(=O)(=O)N2CCCC2)cc1)NCCc1ccc(F)cc1	-2%	-4%	30%[activator]
COc1ccc(C(=O)N(Cc2sccc2C)C2CCS(=O)(=O)C2)cc1Cl (centres undefined)	-3%	?	18µM*
CC(C)n1c(N)c(C#N)c2ccc([N+](=O)[O-])cc2c1=O	-2%	-16%	-1%
CCCCCn1nc(C(=O)OCc2nnc(-c3ccccc3)o2)c2ccccc2c1=O	-8%	19%	0%
Clc1ccc(CSc2nnc(CN3CCOCC3)n2-c2ccccc2)cc1Cl	-11%	?	?
COc1ccc(/C=N/NC(=O)c2cc[n+]([O-])cc2)cc1OC	-7%	1%	-16%
Cc1ccc(Cc2c(C3CCCCC3)nc3c4ccccc4ccn23)cc1	/	?	23µM*
CCCC[C@H]1COCCS(=O)(=O)N1Cc1ccc(C)cc1	-2%	?	26µM*
CC1=NN(c2ccccc2)C(=O)/C1=C/c1ccc[nH]1	-3%	-2%	-10%
Cc1ccc(-c2cn(-c3ccc(SC(F)F)cc3)c3[n+]2CCC3)cc1	11%	0.65µM*	0.46µM*
The list continues:
SMILES	KAT2A inh	DT40 TDP1 CPT	DT40 TDP1 no CPT
CCc1nnc(NS(=O)(=O)c2ccc(NC(=O)c3ccccc3C)cc2)s1	-8%	-6%	-5%
O=C(CCNS(=O)(=O)c1ccc(Br)cc1)NC1CCC(O)CC1 (centres undefined)	-1%	-6%	-4%
CC1CCCC(C)N1C(=O)COC(=O)Cc1ccc(Cl)cc1 (centres undefined)	-22%	-20%	6%
COc1ccccc1N(CC(O)CN1CCC(C)CC1)S(=O)(=O)c1ccccc1 (centres undefined)	3%	?	-26%
Cc1ccccc1CSc1ccc2nnc(-c3ccccn3)n2n1	0%	-23%	?
COc1ccc(CCNc2ccc(C(CC(N)=O)NC(=O)c3cc(OC)ccc3OC)cc2[N+](=O)[O-])cc1 (centres undefined)	-23%	26µM*	?
O=C(O)CCc1ccc(-c2ccc(F)cc2)n1CCC(=O)O	-1%	10%	-5%
O=C(CCC(=O)Nc1cccc2ccccc12)N/N=C/c1ccco1	-6%	25%	-1%
Oc1ccc(N=Cc2ccc(-c3cccs3)s2)cc1	?	?	?
COc1ccc(Cl)cc1NC(=O)N1CCN(CCc2ccccc2)CC1	-5%	?	?
COC(=O)c1ccc(NCc2cc(O)ccc2O)cc1O	/	5.2µM*	3.3µM*
CCCCN(CC)C(=O)Cn1c(=O)n(-c2ccc(OCC)cc2)c(=O)c2c3c(sc21)CCCC3	-4%	?	-103%
COc1ccc(N2CCN(c3cncc(C)n3)CC2)cc1	/	-19%	-13%
Nc1nc(SCCN2C(=O)c3ccccc3C2=O)n[nH]1	-3%[0.501 µM]	4%	2%
COC(=O)c1ccc2nc(-c3ccc(C)cc3)c(Cc3ccc(OC)cc3C)n2c1	/	23µM*	?
COc1ccc(CNc2nc(C)cc(C)c2C#N)cc1	-1%	7%	-1%
Cc1ccc(NS(=O)(=O)c2ccc3[nH]c(=O)[nH]c3c2)cc1	-7%	-17%	-2%
Cc1cc(=O)n(C)c2ccccc12	2%	-4%	11%
COc1cc(C(=O)NCCOc2ccc(Cl)cc2)ccc1OCc1c(C)noc1C	-7%	-25%	?
CC(=O)c1ccccc1OC(=O)c1ccc([N+](=O)[O-])o1	1%	?	-24%
Fc1ccc(C(c2nnnn2C2CCCC2)N2CCN(Cc3ccccc3)CC2)cc1 (centres undefined)	-5%	18µM*	?
COC(=O)C1=C(C)N(CCCC(=O)O)C(=O)NC1c1ccc(C(F)(F)F)cc1 (centres undefined)	6%	-1%	3%
O=C(CC1Sc2ccccc2NC1=O)NNc1ccc(Cl)cc1Cl (centres undefined)	/	?	?
O=C(OC1Cc2c(O)cc(O)cc2OC1c1cc(O)c(O)c(O)c1-c1c(C2Oc3cc(O)cc(O)c3CC2OC(=O)c2cc(O)c(O)c(O)c2)cc(O)c(O)c1O)c1cc(O)c(O)c(O)c1 (centres undefined)	14µM*	-3%	4%
COc1ccc(S(=O)(=O)Nc2cccnc2)c(C)c1C	-20%	0%	-3%
Next results:
SMILES	KAT2A inh	DT40 TDP1 CPT	DT40 TDP1 no CPT
Nc1[nH]c(C(=O)c2ccccc2)c(-c2ccccc2Br)c1C(=O)NCc1ccc(-c2ccccc2)cc1	/	23µM*	12µM*
COc1ccc(CNC(=O)CCc2c(C)nc3nc(CNC(=O)OC(C)(C)C)nn3c2C)cc1	-6%	-8%	-28%
CC1=NN(C(=O)Cc2ccc([N+](=O)[O-])cc2)C(O)(c2ccccc2)C1 (centres undefined)	-4%	4.1µM*	5.2µM*
CCOc1ccc(-n2c(=O)c3c4c(sc3n(CC(=O)NCC3CCCO3)c2=O)CCCC4)cc1 (centres undefined)	-1%	-7%	5%
COC(=O)c1sc2ncccc2c1OCc1ccc(Cl)cc1Cl	14%	-29%	?
O=C(COC(=O)C1CCN(S(=O)(=O)c2ccc(Cl)c(C(F)(F)F)c2)CC1)NCC1CCCO1 (centres undefined)	/	-2%	?
O=C1c2ccccc2-c2cccc(C(=O)N3CCN(C(=O)c4ccccc4)CC3)c21	-5%	-3%	-1%
CC(C)CN(C(=O)COC(=O)c1c(Cl)ccc(Cl)c1Cl)C1CCS(=O)(=O)C1 (centres undefined)	-3%	-8%	?
CCOC(=O)c1ccc(CN(Cc2ccccc2C)S(=O)(=O)c2ccc(F)c(C)c2)cc1	-1%	?	?
O=c1[nH]cc(CCc2ccccc2)c(=O)[nH]1	/	-16%	-2%
COc1cc(C(C)=O)ccc1OCC(O)CN1CCN(c2ccccn2)CC1 (centres undefined)	2%	?	-3%
O=c1c[n+]([O-])c2ccccc2n1OCc1ccccn1	-14%	?	?
Cc1ccc(C(=O)Nc2nc(-c3ccccn3)cs2)cc1S(=O)(=O)N1CCOCC1	-9%	1.3µM*	0.73µM*
O=S1(=O)N=C(c2ccccc2)c2ccccc21	/	-22%	-13%
COc1ccc(NC(=O)c2ccc3c(c2)C(=O)N(Cc2cccnc2)C3=O)cc1	-17%	-1%	9%
O=C(CCC(=O)c1cccs1)NCc1ccccc1Cl	-9%	0%	-1%
CCCCC1(c2ccc(F)cc2)NC(=O)N(CC(=O)N2CCN(C(=O)c3ccco3)CC2)C1=O (centres undefined)	-22%	-19%	-21%
OCC1(CCc2ccccc2)CCN(Cc2ccccc2Cl)CC1	-21%	-15%	-18%
O=[N+]([O-])c1ccc2n[nH]nc2c1	-8%	-4%&11%	-15%&5%
CSCCC(NC(=O)c1ccccc1Cl)C(=O)N1CCN(C(C)=O)CC1 (centres undefined)	4%	-9%	0%
O=[N+]([O-])c1cccc(/C=C/c2nc[nH]c2[N+](=O)[O-])c1	-2%	-11%	14%
O=C(CN1CCN(C(=O)c2ccco2)CC1)N1CCc2[nH]c3ccccc3c2C1	-12%	-9%	?
COc1ccccc1CNC(=O)COC(=O)CSc1ccc(F)cc1	-6%	-25%	-22%
CCc1ccc(-n2c(=O)c3cccnc3n2CC(=O)Nc2cc(F)ccc2F)cc1	-2%	2.6µM*	8.2µM*
Cc1ccc(NC(=O)C2=CCN(S(=O)(=O)c3ccc(F)cc3)CC2)cc1	-2%	-13%	-16%

Ordered by length of the SMILES (smallest number first): 3 of the compounds above
SMILES	KAT2A inh	DT40 TDP1 CPT	DT40 TDP1 no CPT
O=S1(=O)N=C(c2ccccc2)c2ccccc21	/	-22%	-13%
CCOc1ccc(-n2c(=O)c3c4c(sc3n(CC(=O)NCC3CCCO3)c2=O)CCCC4)cc1 (centres undefined)	-1%	-7%	5%
O=C(COC(=O)C1CCN(S(=O)(=O)c2ccc(Cl)c(C(F)(F)F)c2)CC1)NCC1CCCO1 (centres undefined)	/	-2%	?

(continued)
SMILES	KAT2A inh	DT40 TDP1 CPT	DT40 TDP1 no CPT
COc1ccccc1NC(=O)CSC1=Nc2ccccc2C2=NC(CC(=O)NCc3cccs3)C(=O)N12 (centres undefined)	-3%	21µM*	21µM*
CCC(Sc1nc2ccc(N)cc2s1)C(=O)Nc1nccs1 (centres undefined)	-19%	?	-29%
CC(C)CCNC(=O)C(NS(=O)(=O)c1ccc2c(c1)c(=O)n(C)c(=O)n2C)c1ccccc1 (centres undefined)	?	-6%	-15%
Cc1[nH]c(=O)[nH]c(=O)c1S(=O)(=O)N1CCN(c2cccc(Cl)c2)CC1	-4%&-10%	-2%&6%	-2%&-2%
CCCC(=O)Nc1ccc(C(=O)Nc2nc(CC(=O)OCC)cs2)cc1	-9%	?	?
O=C(Nc1nnc(-c2ccncc2)o1)c1ccc2ccccc2c1	-1%	8.2µM*	7.3µM*
OC(COc1ccc(Br)cc1)Cn1ccnc1 (centres undefined)	1%	28%	-33%
C/C(=N/NC(=O)Cc1cccc2ccccc12)c1cccs1	-3%	?	16µM*
CCOc1ccc(C)cc1S(=O)(=O)Nc1ccc(Cl)cn1	-4%	0%	-2%
COc1ccc(OC)c(NC(=O)CSc2nnc3ccc(-c4ccccn4)nn23)c1	1%	?	?
CC(=O)c1ccccc1OCCCN1CCCCC1	1%	-3%	-19%
Cc1oc2c(CN3CCCCC3C)c(O)ccc2c(=O)c1-c1ccc(Br)cc1 (centres undefined)	-2%	0%	5%
NS(=O)(=O)c1ccc(-n2nncc2-c2ccco2)cc1	-3%	-14%	-1%
N#Cc1c(C(F)(F)F)cc(-c2cccc(Cl)c2)[nH]c1=O	?	-11%	-25%

An excerpt from above in order of heavy-atom count, largest number first.
SMILES	KAT2A inh	DT40 TDP1 CPT	DT40 TDP1 no CPT
COc1ccccc1NC(=O)CSC1=Nc2ccccc2C2=NC(CC(=O)NCc3cccs3)C(=O)N12 (centres undefined)	-3%	21µM*	21µM*
CC(C)CCNC(=O)C(NS(=O)(=O)c1ccc2c(c1)c(=O)n(C)c(=O)n2C)c1ccccc1 (centres undefined)	?	-6%	-15%
CCc1ccc(-n2c(=O)c3cccnc3n2CC(=O)Nc2cc(F)ccc2F)cc1	-2%	2.6µM*	8.2µM*
Cc1oc2c(CN3CCCCC3C)c(O)ccc2c(=O)c1-c1ccc(Br)cc1 (centres undefined)	-2%	0%	5%
CCCC(=O)Nc1ccc(C(=O)Nc2nc(CC(=O)OCC)cs2)cc1	-9%	?	?
COc1ccccc1CNC(=O)COC(=O)CSc1ccc(F)cc1	-6%	-25%	-22%
O=C(Nc1nnc(-c2ccncc2)o1)c1ccc2ccccc2c1	-1%	8.2µM*	7.3µM*
CCC(Sc1nc2ccc(N)cc2s1)C(=O)Nc1nccs1 (centres undefined)	-19%	?	-29%
CCOc1ccc(C)cc1S(=O)(=O)Nc1ccc(Cl)cn1	-4%	0%	-2%
NS(=O)(=O)c1ccc(-n2nncc2-c2ccco2)cc1	-3%	-14%	-1%
CC(=O)c1ccccc1OCCCN1CCCCC1	1%	-3%	-19%
OC(COc1ccc(Br)cc1)Cn1ccnc1 (centres undefined)	1%	28%	-33%

Screening data from PubChem.
